# High-throughput results (PubChem BioAssay)
# POLH inh = blocks human DNA polymerase eta activity. recombinant Pol eta, fluorescent DNA replication assay. Potency, µM (titrated, usually from 114 µM), for inactives: at the highest dose activity change, negative = inhibition, usual class: inhibitors. 390,000 tested, 1.2% active. AID 588591; note: % is set by controls: 0 for no effect and ±100 for the full control effect
#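 Pol eta at 10 nM preincubated with compounds 15 min at room temperature; reaction started with fluorescent substrate (50 nM final) and read kinetically at 0 and 10 min.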
# APEX1 inh = blocks human APE1 abasic DNA cleavage. 350,000 tested, 0.35% active. AID 2517. Potency, µM (titrated, usually from 65.8 µM), for the others: at the top dose activity change, negative = inhibition, actives largely listed as inhibitors. P27695. recombinant APE1, TAMRA/BHQ-2 abasic DNA cleavage fluorescence;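 note: plate controls were vehicle for no effect and reference inhibitor for full effect; nearly all actives have a fitted effect of over 55% in size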
#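 Readout is kinetic fluorescence (ex 525, em 598 nm) from cleavage of 50 nM TAMRA/BHQ-2 THF abasic duplex by 0.75 nM APE1, compound added 15 min beforehand at RT.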
# BLM inh = Bloom syndrome helicase (human) inhibition; P54132; recombinant BLM DNA unwinding, fluorescence dequenching; Potency, µM (series often up to 56.1 µM), for the others: at the highest dose activity change, negative = inhibition, usual class: inhibitors; 350,000 tested, 0.2% active; AID 2528;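 note: plate controls were vehicle for no effect and no enzyme for full effect; nearly all actives have a fitted effect of over 35% in size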
# Pol beta inh = DNA polymerase beta (human) inhibition; Pol beta primer extension/strand displacement, fluorescence kinetic; 340,000 tested, 1.3% active; P06746; Potency, µM (highest dose often 114 µM), for the others: at the highest dose activity change, negative = inhibition, usual class: inhibitors; note: % is set by controls: 0 for no effect and ±100 for the full control effect
#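 Curves were derived by four-parameter Hill fits of normalized qHTS data. The kinetic fluorescent primer-extension read was taken at 0 and 10 min after 50 nM substrate, following a 15 min room-temperature preincubation of 10 nM enzyme with compounds.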
# BAZ2B inh = blocks human BAZ2B. Potency, µM (highest dose often 114 µM), without a hit: at the top dose activity change, negative = inhibition, most hits filed as inhibitors. 360,000 tested, 4.4% active. AlphaScreen BAZ2B-H3K14Ac peptide displacement. Q9UIF8; note: % is set by controls: 0 for no effect and ±100 for the full control effect; nearly all actives have a fitted effect of over 60% in size
#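 Protein-peptide AlphaScreen: BAZ2B 50 nM, b-H3K14Ac 50 nM, 1x PBS pH 7.4 + 0.01% Tween-20. Preincubation 30 min RT; cpd 30 min RT (top 110 uM); beads 20 min RT, light-protected.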
# Anesthetic bind = candidate novel general anesthetic via apoferritin binding; apoferritin/1-aminoanthracene competitive binding, fluorescence; 350,000 tested, 0.074% active; P02791; Potency, µM (doses to about 77.5 µM), inactives show at the highest dose activity change, negative = displacement, most hits filed as inhibitors; note: % is set by controls: 0 for no effect and ±100 for the full control effect; nearly all actives have a fitted effect of over 20% in size
#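 Apoferritin-based anesthetic binding model; compound displacement of fluorescent 1-AMA measured as endpoint fluorescence after 10 minutes at room temperature, scaled to free-ligand and complex controls.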
# Pol iota inh = blocks human DNA polymerase iota activity; 390,000 tested, 1% active; AID 588590; Pol iota fluorescent replication assay, 10 min; Potency, µM (highest dose often 115 µM), without a hit: at the highest dose activity, negative = inhibition, hits mostly inhibitors
# Target sequence (Q9UNA4 whole entry, looked up): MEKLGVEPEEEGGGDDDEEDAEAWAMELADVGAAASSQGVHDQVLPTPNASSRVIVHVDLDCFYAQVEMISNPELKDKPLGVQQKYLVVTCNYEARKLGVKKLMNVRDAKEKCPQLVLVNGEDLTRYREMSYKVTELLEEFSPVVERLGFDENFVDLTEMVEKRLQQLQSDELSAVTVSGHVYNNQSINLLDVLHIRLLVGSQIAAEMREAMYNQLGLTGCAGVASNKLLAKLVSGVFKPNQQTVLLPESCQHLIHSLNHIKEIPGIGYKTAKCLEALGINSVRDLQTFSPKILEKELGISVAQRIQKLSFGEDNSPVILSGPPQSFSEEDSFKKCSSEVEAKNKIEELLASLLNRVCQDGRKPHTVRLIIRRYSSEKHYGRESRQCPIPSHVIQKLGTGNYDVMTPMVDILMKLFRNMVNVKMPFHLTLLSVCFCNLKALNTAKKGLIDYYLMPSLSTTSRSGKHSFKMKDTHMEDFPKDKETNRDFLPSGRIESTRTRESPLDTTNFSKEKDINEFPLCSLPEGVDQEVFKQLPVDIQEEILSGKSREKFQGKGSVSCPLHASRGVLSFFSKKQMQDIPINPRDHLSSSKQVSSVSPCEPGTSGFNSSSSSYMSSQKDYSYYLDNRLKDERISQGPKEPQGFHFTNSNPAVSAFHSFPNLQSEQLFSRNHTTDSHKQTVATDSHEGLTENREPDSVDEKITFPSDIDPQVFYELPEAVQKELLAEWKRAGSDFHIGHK
#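 Fluorescent replication assay read twice, at 0 min and 10 min after adding 50 nM (final) substrate. Enzyme (10 nM) and compounds were first incubated 15 min at room temperature; enzyme-free buffer wells were negative controls.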
# G9a inh = blocks human histone lysine methyltransferase G9a; G9a H3K9 monomethylation, AlphaScreen, 2 h; Potency, µM (doses to about 102 µM), without a hit: at the top dose activity, negative = inhibition, most hits filed as inhibitors; 350,000 tested, 8.8% active; AID 504332; note: % is set by controls: 0 for no effect and ±100 for the full control effect; nearly all actives have a fitted effect of over 75% in size
# Target sequence (Q96KQ7 913-1193 limits assumed): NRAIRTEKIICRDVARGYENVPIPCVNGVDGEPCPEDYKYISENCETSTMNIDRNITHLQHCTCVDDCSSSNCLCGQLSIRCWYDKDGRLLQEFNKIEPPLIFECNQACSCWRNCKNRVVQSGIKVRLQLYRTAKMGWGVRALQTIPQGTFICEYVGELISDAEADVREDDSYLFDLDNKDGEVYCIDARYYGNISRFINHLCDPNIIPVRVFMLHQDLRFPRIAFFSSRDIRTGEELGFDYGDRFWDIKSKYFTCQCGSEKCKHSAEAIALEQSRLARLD
#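 G9a (20 nM) was preincubated 15 min with compound, then reacted 2 h at room temperature with 500 nM biotin-H3K9 peptide and 20 µM SAM. Monomethyl-H3K9 detected by AlphaScreen using anti-H3K9me1 antibody.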
# Pol kappa inh = inhibitors of human DNA polymerase kappa | purified Pol kappa, fluorescent DNA synthesis assay, 10 min | Q9UBT6 | 400,000 tested, 0.53% active | Potency, µM (doses to about 107 µM), inactives show at the top dose activity, negative = inhibition, actives largely listed as inhibitors | AID 588579; note: % is set by controls: 0 for no effect and ±100 for the full control effect
#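 50 nM final substrate added after 15 min RT preincubation of 10 nM Pol kappa with compound; fluorescence read at 0 and 10 min.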
# Active calls of the source: *; ? = inconclusive; · = not tested or not shown; & = joins results of further samples; [ ] = dose if it differs, or a comment. Calls come from the whole dose curve; as a rule, active = well fitted curve in the direction sought with a large enough effect; inconclusive = small, poorly fitted or top-dose-only effect, or another doubt; inactive = no such curve, though single readings can be large; an effect the other way counts as inactive or inconclusive. Potency is the fitted concentration of half-maximal effect. Only part of the results is shown; the hit share may differ from the screen's.
SMILES,POLH inh,APEX1 inh,BLM inh,Pol beta inh,BAZ2B inh,Anesthetic bind,Pol iota inh,G9a inh,Pol kappa inh
CC[C@]12CCCN3CCc4c(n(c5ccccc45)C(=O)C1)[C@@H]32,-19%,2%,·,·,-23%,·,15%,-39%[59 µM],8%
O=C(O)CCC(=O)Nc1ccc(-n2ccc(C(F)(F)F)n2)cc1,-18%,18%,0%,-2%,-24%,3%,53%[activator],·,-20%
Cn1nc(-c2ccccc2)nc1-c1ccccc1,-7%,13%,·,·,9%,·,-8%,6%[2.33 µM],-5%
Oc1cccc(/C=C/c2ccc3cccc(O)c3n2)c1,-21%,-25%,-21%,-24%,?,-22%,202%[activator],-15%,-23%
O=C(Nc1cc(Cl)cc(Cl)c1)c1ccc(F)c(S(=O)(=O)NCc2ccccc2Cl)c1,2%,·,-15%,-1%,3%,-14%,?,3%[59 µM],-7%[60.1 µM]
O=C(NNS(=O)(=O)c1cc(Cl)c(Cl)cc1Cl)c1cccnc1,-12%,-6%,-1%,29%,0%,-6%,17%,-18%[12.7 µM],10%
Cc1ccc2oc(=O)c3cnn(CC(=O)N4CCN(c5cc(Cl)ccc5C)CC4)c3c2c1,-13%,·,-2%,20%,-6%,-12%,58%[activator],-2%[59 µM],-4%
Oc1cccc(N2Cc3ccccc3C2)c1,?,7%,-4%,18%,-25%,-6%,24%,17%[2.33 µM],-6%
CC(=O)/C(C#N)=C1\NC(=O)C(Cc2ccc(C)c(C)c2)S1 (stereo unspecified),5%,-6%,-4%,-1%,-8%,-13%,?,?,-20%
CCOc1ccc(NC(=O)C[n+]2ccc(N(C)C)cc2)cc1,-27%,1%,3%,3%,5%,-1%,9%,0%,-7%
Cc1cccc(NC(=O)CSCC(=O)Nc2cc(Cl)ccc2N2CCN(C)CC2)c1,-17%,16%,-6%,94%,-14%,-11%,15%,79µM*,0%
CCc1ccc(Nc2n[n+](-c3ccccc3)c(-c3ccc(N(CC)CC)cc3)s2)cc1,-10%,-9%,-18%,4%,40µM*,?,?,13µM*,5%
O=c1c2ccccc2nc(-c2cccs2)n1-c1ccc2ccccc2c1,-7%,9%,-1%,-18%,-17%,-9%,3%,?,-7%
Cc1ccc(C(=O)COC(=O)C(C)N2C(=O)C3C4CCC(C4)C3C2=O)cc1C (stereo unspecified),-16%,10%,-5%,20%,6%,-15%,20%,·,-14%
CCOC(=O)c1ccccc1NC(=O)COC(=O)C1CC(=O)N(c2ccc3c(c2)OCCO3)C1 (stereo unspecified),-16%,42%,·,·,-3%,·,15%,?,-4%
NC(=O)CSc1nnc(-c2ccccc2Br)n1-c1cccc(C(F)(F)F)c1,-9%,2%,1%,27%,-5%,-5%,204%[activator],5%[59 µM],-17%
CCCCC(=O)Oc1ccccc1C(=O)O,·,-1%&-1%,-11%&4%,·,·,4%&3%,·,-44%[2.33 µM],-4%&-1%[60.1 µM]
Cc1c(C#N)c2ccccc2n1CC(=O)NCCc1c[nH]c2ccccc12,-4%,-2%,1%,-2%,-1%,?,?,-16%,-14%
Cc1cc(C)n(C(=O)c2ccc(C)c(Br)c2)n1,-3%,-7%,-5%,9%,52%[activator],-1%,-12%,11%[12.7 µM],-8%
COc1cccc(C2N(c3ccc(Cl)c(Cl)c3)C(=O)C3CCCN32)c1OC (stereo unspecified),-15%,-3%,-6%,34%,12%,-9%,7%,-3%,-5%
CC(C)OP(=O)(c1ccc(N(C)C)cc1)C(Nc1ccccc1)c1ccccc1 (stereo unspecified),-20%,2%,-10%,-25%,?,?,42%[activator],?,-6%
O=C(NNC1CC(=O)N(c2ccc3c(c2)OCCO3)C1=O)c1ccccc1 (stereo unspecified),-7%,-2%,-5%,3%,-3%,-7%,7%,0%[0.0925 µM],3%
COc1ccc(C(=O)COc2ccc3ccc(=O)oc3c2)c(OC)c1,-10%,24%,-5%,0%,-19%,7%,29%,-10%,-10%
CCS(=O)(=O)n1nc(-c2ccc(OC)cc2)nc1N,-1%,0%,2%,12%,5%,-14%,33%[activator],6%,-15%
CC(C)N(C(=O)CSc1nnc(-c2ccc3c(c2)OCO3)n1C)C(C)C,-7%,5%,-4%,19%,-1%,-10%,32%[activator],-32%,-3%

# Five compounds from above, reduced to POLH inh, Pol iota inh and BAZ2B inh.
SMILES | POLH inh | Pol iota inh | BAZ2B inh
CC(C)OP(=O)(c1ccc(N(C)C)cc1)C(Nc1ccccc1)c1ccccc1 (stereo unspecified) | -20% | 42%[activator] | ?
O=C(NNC1CC(=O)N(c2ccc3c(c2)OCCO3)C1=O)c1ccccc1 (stereo unspecified) | -7% | 7% | -3%
COc1ccc(C(=O)COc2ccc3ccc(=O)oc3c2)c(OC)c1 | -10% | 29% | -19%
CCS(=O)(=O)n1nc(-c2ccc(OC)cc2)nc1N | -1% | 33%[activator] | 5%
CC(C)N(C(=O)CSc1nnc(-c2ccc3c(c2)OCO3)n1C)C(C)C | -7% | 32%[activator] | -1%

# Following part
SMILES,POLH inh,APEX1 inh,BLM inh,Pol beta inh,BAZ2B inh,Anesthetic bind,Pol iota inh,G9a inh,Pol kappa inh
CCOc1ccc(/C=N/Nc2ccc(Cl)nn2)c(O)c1,4%,-7%,-3%,12%,5%,-7%,15%,-6%,-9%
Cc1[nH]n(-c2ccc([N+](=O)[O-])cc2)c(=O)c1C=NCCN1CCN(C(=O)c2ccc(F)cc2)CC1,-8%,1%,1%,7%,4%,-6%,15%,?,-14%
Cc1ccc(-c2noc(-c3ccoc3C)n2)cc1,-4%,5%,3%,-1%,-8%,-9%,1%,50%[59 µM],-13%
Clc1ccc(Cn2ncc3c(NCc4ccccc4)ncnc32)cc1,-14%,-2%,-12%,5%,-2%,?,28%,-3%,-6%
N#Cc1ccccc1NS(=O)(=O)c1cc2c3c(c1)CCN3C(=O)CC2,-13%,-1%,·,·,6%,·,-21%,?,-13%
COCC(=O)n1nc(-c2ccccc2)nc1NCc1cccs1,-19%,0%,-6%,2%,-12%,-7%,79%[activator],6%,3%
O=C(Nc1ccccc1F)c1ccn[nH]1,-20%,-1%,-4%,2%,-10%,-12%,130%[activator],0%[59 µM],-2%
O=C(C1CC(c2ccccc2O)=NO1)N1CCCCC1 (stereo unspecified),12%,2%,-1%,-1%,?,?,-20%,?,-4%
C=CCN(Cc1ccco1)S(=O)(=O)c1ccc(Cl)cc1,6%,10%,-4%,-24%,11%,-12%,-4%,110%[activator],-13%
Cc1ccc(S(=O)(=O)CCN2CCC(n3cccc3)CC2)cc1,1%,18%,-14%,2%,40µM*,3%,31%[activator],·,-7%
CCCOc1ccc(N2C(=O)CC(S/C(N)=N/N=C(\C)c3cccs3)C2=O)cc1 (stereo unspecified),2%,-3%,-6%,9%,2%[57.1 µM],-17%,?,9%,-11%
O=C(Nc1ccc(F)cc1F)N1CCCN(c2ccc(C(F)(F)F)cn2)CC1,-6%,-3%,-2%,-14%,-2%,-3%,-1%[58.9 µM],22%,-9%
O=[N+]([O-])c1ccc(-c2cnc(NO)nc2)cc1,-21%,0%,1%,-10%[57.1 µM],5%,-5%,19%,7.9µM*,-5%
CC(C)c1ccc(NC2CCCN(C(=O)c3cnc4ccccn4c3=O)C2)cc1 (stereo unspecified),-19%,5%,3%,4%,-14%,-8%,38%[activator],·,-10%
COc1ccc(CCC(=O)OCC(=O)NC(=O)c2ccc(Cl)cc2)cc1,-13%,-1%,·,·,·,·,2%,·,-10%
Cc1ccc(NC(=S)NC2CCN(Cc3ccccc3)CC2)c(C)c1,-5%,4%,-2%,22%,-4%,1%,-5%,18%[59 µM],-15%
COC(=O)Nc1ccc(SCC(=O)c2cccc([N+](=O)[O-])c2)cc1,-9%,2%,-6%,27%,-34%,?,?,?,2%
Cc1ccccc1OCC(=O)Nc1c(C(=O)Nc2ccccc2F)oc2ccccc12,-6%,·,-1%,22%,25%,19%,48%[activator],40%[59 µM],-2%
COc1ccc(OC)c(CN2CCN(C(=O)CCC(=O)c3cccs3)CC2)c1,-20%,9%,·,·,-31%,·,22%,18%[2.33 µM],-8%
Cc1ccc(/C=C/C(=O)Nc2ccc(O)c3c(=O)cc(-c4ccccc4Cl)oc23)cc1,-18%,-3%&-3%,-1%&1%,-14%,-1%,-16%&-3%,0%&31%,-6%[59 µM],-30%&-9%
O=C(CSc1nccn1-c1ccc(F)cc1)NCc1ccc2c(c1)OCO2,-11%,1%,-3%,37%,?,-13%,7%,?,-15%
Cc1cc(Nc2cccc(Cl)c2)nc(N2CCOCC2)n1,-26%,10%,-2%,24%,5%,-11%,-7%,-15%[59 µM],-1%
CCc1ccccc1N1CC(c2nnc(NC(=O)c3ccco3)s2)CC1=O (stereo unspecified),8%,·,-1%,-20%,-20%,-9%,-30%,-44%[59 µM],-3%
COc1ccc(C)cc1NC(=O)N(C(C)C)C1CCN(C(C)=O)CC1,-13%,·,-9%,1%,17%,-14%,36%[activator],10%[59 µM],-9%
CCn1c(SCC(=O)N2CCCc3ccccc32)nc2ccccc2c1=O,-6%,-6%,-2%,2%,-6%,-4%,5%,19%,-19%
COc1ccc(-c2noc(-c3ccoc3C)n2)cc1OC,-11%,-2%,-5%,10%,-12%,?,7%,?,-11%
C=CCNC(=O)CSc1nc2sccc2c(=O)n1-c1ccccc1,?,-14%,-6%,?,6%,-12%,?,-15%,?
CCN(CC)C(=O)COc1coc(CN2CCN(Cc3ccccc3)CC2)cc1=O,-7%,10%,-12%,1%,0%,-5%,40%,-5%,6%
COc1ccc(N2C(=O)C(OC(C)=O)C2c2ccc(C)cc2)cc1 (stereo unspecified),-5%,-8%,3%,0%,2%,-10%,22%,11%[59 µM],-16%
COc1ccc(C(=O)C2CCCN(C(=O)c3ccnn3C)C2)cc1OC (stereo unspecified),-5%,24%,0%,6%,-23%,-9%,0%,-7%,0%

# Reprinted at random: 3 entries already listed.
SMILES,POLH inh,APEX1 inh,BLM inh,Pol beta inh,BAZ2B inh,Anesthetic bind,Pol iota inh,G9a inh,Pol kappa inh
CC[C@]12CCCN3CCc4c(n(c5ccccc45)C(=O)C1)[C@@H]32,-19%,2%,·,·,-23%,·,15%,-39%[59 µM],8%
C=CCNC(=O)CSc1nc2sccc2c(=O)n1-c1ccccc1,?,-14%,-6%,?,6%,-12%,?,-15%,?
CCn1c(SCC(=O)N2CCCc3ccccc32)nc2ccccc2c1=O,-6%,-6%,-2%,2%,-6%,-4%,5%,19%,-19%
